Screens as filed in PubChem BioAssay.
BCR signal inh = blocks chronic active B-cell receptor signaling. ABC-DLBCL IkBa-CBG/CBR reporter, luminescence ratio, 4 h. Potency, µM (highest dose often 46.1 µM), inactives show at the top dose ratio change, negative = lower green/red ratio, hits mostly inhibitors. 340,000 compounds, 0.05% hits. AID 493014; active means well fitted inhibition curve with a large enough effect in the signal ratio, with a control signal flat, not every such curve was filed as active; inconclusive means small, poorly fitted or top-dose-only effect, or effect the other way, or a change in a side signal; the % refers to the signal ratio;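 further: potency means the concentration at half of the fitted maximal effect; plate controls were basal doxycycline-induced cells for no effect and cells given 10 µM MG132 for full effect; MG132 reads +100%, hits lower the ratio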
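Compounds up to 46 uM were incubated four hours with TMD8 cells whose green CBG68 luciferase is fused to IkappaBalpha; red CBR luminescence normalised the signal, and concentration-effect curves were fitted to fusion, red and ratio data.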
Menin MLL FP TR = menin-MLL binding inhibition, Texas Red mutant peptide; Menin + Texas Red MLL mutant peptide, fluorescence polarization; Potency, µM (top dose mostly 61.6 µM), inactives show at the highest dose FP activity change, negative = inhibition, actives largely listed as inhibitors; AID 1768; 270,000 compounds, 0.23% hits; active means well fitted inhibition curve with a large enough effect in the polarisation, with a control signal flat, not every such curve was filed as active; inconclusive means small, poorly fitted or top-dose-only effect, or effect the other way, or a change in a side signal; inactive means no such curve, though single readings can be large or run the other way; the % refers to the polarisation; further: potency means the concentration at half of the fitted maximal effect; % of control where 0% means no effect; many of its hits are not listed in these tables
MBNL1 CUG block = blocks human MBNL1 binding to CUG repeat RNA; 280,000 compounds, 0.036% hits; Potency, µM (series often up to 57.5 µM), for the others: top-dose activity change, negative = inhibition, most hits filed as inhibitors; AID 2675; TR-FRET MBNL1-His/biotin-(CUG)12 binding, 665/545 ratio; active means well fitted inhibition curve with a large enough effect in the signal ratio, with a control signal flat, not every such curve was filed as active; inconclusive means small, poorly fitted or top-dose-only effect, or effect the other way, or a change in a side signal; inactive means no such curve, though single readings can be large or run the other way; the % refers to the signal ratio; further: potency means the concentration at half of the fitted maximal effect; on the % scale 0 is the no-effect control and ±100 the full control effect
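TR-FRET readout: Ex 340 nm, 665/545 nm emission ratio, normalized to buffer-only (basal) and MBNL1-(CUG)12 controls. Complex of MBNL1-His with Biotin-(CUG)12, compounds 92 nM–58 uM, incubated 60 min at room temperature.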
USP2a inh = USP2a (human) protease inhibition; Potency, µM (titrated, usually from 38.3 µM), without a hit: top-dose activity change, negative = inhibition, actives largely listed as inhibitors; USP2 core, Ub-CHOP2 coupled fluorogenic reporter, 485/531; O75604; 330,000 compounds, 0.01% hits; AID 463254;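 further: potency means the concentration at half of the fitted maximal effect; plate controls were DMSO wells for no effect and full inhibition by NEM control for full effect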
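Cell-free coupled assay: 10nM USP2 core preincubated 30min RT with compound in Tris-HCl pH 8.0/CaCl2/CHAPS buffer, then 25nM Ub-CHOP2 and 25nM reporter substrate; fluorescence (Ex 485/Em 531) read after 60min RT, normalized to NEM inhibition, concentration-response curves fitted.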
PKM2 activator = increases activity of human pyruvate kinase M2; 260,000 compounds, 0.34% hits; AID 1631; purified PKM2, Kinase-Glo ATP luminescence, activation; response scale: 0% is enzyme alone, no compound; Potency, µM (top dose mostly 57.5 µM), for inactives: at the top dose activation, most hits filed as activators; further: potency means the concentration at half of the fitted maximal effect; on the % scale 0 is the no-effect control and ±100 the full control effect; nearly all actives have a fitted effect of over 55% in size
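Purified hPK-M2 (>95%) run at intermediate activity with 0.1 mM ADP and 0.5 mM PEP in 50 mM imidazole pH 7.2, KCl, MgCl2; 1 h room temperature. ATP formed read by Kinase-Glo luminescence; normalized to uninhibited and no-enzyme controls.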
GALK inh = inhibitors of human galactokinase. P51570. AID 1868. Potency, µM (series often up to 57.5 µM), for the others: top-dose activity change, negative = inhibition, actives largely listed as inhibitors. 270,000 compounds, 0.007% hits. Purified GALK, Kinase-Glo residual ATP luminescence; further: potency means the concentration at half of the fitted maximal effect; on the % scale 0 is the no-effect control and ±100 the full control effect
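Compounds were pin-transferred into ATP buffer (35 uM final), then GALK plus galactose (5 nM, 100 uM final) was added. After 1 h at room temperature, Kinase-Glo Plus was added and luminescence read after 10 min.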
Mito fusion yeast = mitochondrial division inhibition or fusion activation | AID 485298 | 320,000 compounds, 0.23% hits | S. cerevisiae fusion-defective mutant growth rescue, CellTiterGlo 48 h | Potency, µM (series often up to 46.1 µM), for inactives: top-dose growth rescue (activation), hits mostly activators;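 further: potency means the concentration at half of the fitted maximal effect; % of control where 0% means no effect; nearly all actives have a fitted effect of over 45% in size; temperature-sensitive fusion mutants such as fzo1-1 at 37 °C on non-fermentable ethanol glycerol medium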
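Compounds are tested for their ability to restore growth of mitochondrial fusion-defective yeast strains at non-permissive 37C in YPEG medium over 48 hours. Viability is quantified by luciferase luminescence.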
Eya2 phos inh = blocks the phosphatase activity of human Eya2; O00167; AID 488837; 330,000 compounds, 0.006% hits; Potency, µM (top dose mostly 76.9 µM), for inactives: at the top dose activity, negative = inhibition, actives largely listed as inhibitors; recombinant Eya2, OMFP fluorescence dephosphorylation (OMFP is methylfluorescein phosphate); further: potency means the concentration at half of the fitted maximal effect; on the % scale 0 is the no-effect control and ±100 the full control effect
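Eya2 protein (added as 0.2 uM solution) was preincubated with compound for 10 min at ambient temperature in 50 mM HEPES pH 7.5, 50 mM NaCl, 5 uM MgCl2, 0.05% BSA, 1 mM DTT. OMFP (added at 50 uM) then reacted 10 min; fluorescence read at 485/525 nm.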
hERG WT inh = inhibitors of human wildtype KCNH2 potassium channel; Q12809; U2OS, BacMam KCNH2, thallium flux FluxOr; hits give low values; activity change, % at 1.84 µM; 340,000 compounds, 0.37% hits; AID 720551;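 active means maximum activity change below -70%; inconclusive means maximum activity change between -70% and -50%; inactive means maximum activity change above -50%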; further: on the % scale 0 is the no-effect control and ±100 the full control effect
Target sequence (Q12809 whole entry, looked up): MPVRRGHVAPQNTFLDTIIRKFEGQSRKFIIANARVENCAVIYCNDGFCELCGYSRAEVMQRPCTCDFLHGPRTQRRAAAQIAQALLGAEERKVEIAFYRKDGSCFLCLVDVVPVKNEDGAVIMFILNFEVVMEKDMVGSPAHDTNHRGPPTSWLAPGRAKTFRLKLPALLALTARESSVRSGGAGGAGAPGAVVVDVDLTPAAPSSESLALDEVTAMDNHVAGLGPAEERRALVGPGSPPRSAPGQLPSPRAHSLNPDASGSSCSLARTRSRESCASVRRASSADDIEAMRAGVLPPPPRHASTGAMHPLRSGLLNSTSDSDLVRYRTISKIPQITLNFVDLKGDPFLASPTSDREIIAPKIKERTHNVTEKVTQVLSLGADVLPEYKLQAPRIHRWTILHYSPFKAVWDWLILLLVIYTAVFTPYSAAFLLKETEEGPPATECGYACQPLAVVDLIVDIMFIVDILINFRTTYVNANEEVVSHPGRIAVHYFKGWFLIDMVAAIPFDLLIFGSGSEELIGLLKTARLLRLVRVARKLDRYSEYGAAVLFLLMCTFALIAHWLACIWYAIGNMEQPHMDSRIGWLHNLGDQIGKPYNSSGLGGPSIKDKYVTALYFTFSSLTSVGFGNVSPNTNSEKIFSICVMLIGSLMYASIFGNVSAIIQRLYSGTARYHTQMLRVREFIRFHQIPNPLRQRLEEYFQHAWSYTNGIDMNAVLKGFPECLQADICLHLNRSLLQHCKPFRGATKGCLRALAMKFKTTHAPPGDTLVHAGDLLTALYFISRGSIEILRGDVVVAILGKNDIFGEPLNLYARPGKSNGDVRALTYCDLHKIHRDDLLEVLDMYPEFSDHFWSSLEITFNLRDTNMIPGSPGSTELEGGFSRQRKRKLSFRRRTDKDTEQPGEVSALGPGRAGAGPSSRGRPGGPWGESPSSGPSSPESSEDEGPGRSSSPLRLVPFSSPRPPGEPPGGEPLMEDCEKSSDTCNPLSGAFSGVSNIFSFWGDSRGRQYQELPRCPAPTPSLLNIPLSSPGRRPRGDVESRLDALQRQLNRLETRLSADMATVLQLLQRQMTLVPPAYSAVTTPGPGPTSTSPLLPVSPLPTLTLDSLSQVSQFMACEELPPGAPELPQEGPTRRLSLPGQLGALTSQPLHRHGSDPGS
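U2OS cells transduced with wild-type KCNH2 virus are loaded with FluxOr dye for 45 min, and thallium flux is measured in kinetic reads before and after stimulation buffer. Rate constants are normalized to DMSO controls.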
TSHR antag = blocks TSH signaling through the human TSH receptor; activity change, negative = inhibition, % at 11.5 µM; P16473; TSHR-expressing cells, TSH-stimulated cAMP HTRF, 2 h; hits give low values; 330,000 compounds, 0.2% hits;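 active means activity change below a set negative limit, meaning inhibition stronger than a set level, cut at about -70% in these data; inconclusive means activity change between two set negative limits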; further: on the % scale 0 is the no-effect control and ±100 the full control effect
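Read-out is FRET at 665 nm (cryptate excitation 337 nm) from a cryptate-tagged anti-cAMP antibody, competed by cell cAMP against cAMP-d2. Compounds are tested on freshly harvested TSHR cells challenged with 4nM TSH (EC80) for 2 hours at 37 deg C.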
ASM inhibitor = inhibitors of human secretory acid sphingomyelinase | placental ASM, HMU-PC fluorogenic substrate, 60 min | 340,000 compounds, 0.006% hits | AID 504937 | Potency, µM (titrated, usually from 57.5 µM), for the others: at the highest dose activity change, negative = inhibition, actives largely listed as inhibitors; further: potency means the concentration at half of the fitted maximal effect
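Fluorogenic HMU-PC substrate (9 uM final) is turned over by placental ASM in 60 min at 37 C after a 10 min compound preincubation. Reaction ended by alkaline stop (pH 10), with fluorescence read at 386/447 nm.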
Active calls of the source: *; i = inactive; ? = inconclusive; · = not tested or not shown; [ ] = another dose, or the depositor's remark. Unless noted, the call rests on the fitted dose curve; in most records, active means well fitted curve in the direction sought with a large enough effect; inconclusive means small, poorly fitted or top-dose-only effect, or another doubt; inactive means no such curve, though single readings can be large; an effect the other way counts as inactive or inconclusive. These rows are one share of the data; the hit share may differ from the screen's.

SMILES | BCR signal inh | Menin MLL FP TR | MBNL1 CUG block | USP2a inh | PKM2 activator | GALK inh | Mito fusion yeast | Eya2 phos inh | hERG WT inh | TSHR antag | ASM inhibitor
O=C(NC1CCCC1)c1ccc(CS(=O)Cc2ccc(Cl)cc2)o1 (configuration not stated) | 0% | · | -4% | 4% | · | -4% | -1% | 0% | -4 | 3 | -2%
CC(C)C(=O)c1cn(CC(=O)N2CCCc3ccccc32)c2ccccc12 | 0% | -1% | 3% | 0% | -2% | 2% | 7% | -7% | 5 | 2 | -1%
NC(=O)c1ccsc1NC(=O)COC(=O)COc1ccccc1F | 3% | 6% | 6% | 2% | 7% | -1% | -4% | -14% | 5 | -2 | 2%
Cc1ccc(P(=O)(CSC(=N)N)c2ccc(C)cc2)cc1 | ? | ? | 7% | 2% | 4% | 1% | -1% | 2% | i | 17 | 3%
CCc1nnc(NC(=O)CSc2nnc(-c3cccnc3)n2C)s1 | -5% | 0% | -9% | 4% | -1% | -3% | -3% | 14% | -6 | 1 | -1%
CC(=O)Nc1ccc(NC(=O)CN(C)S(=O)(=O)c2ccc3c(c2)CCC(=O)N3)cc1 | -8% | · | 1% | 1% | · | 4% | 0% | -1% | -12 | -4 | 2%
CCOc1ncccc1-c1nc(-c2cccs2)no1 | 0% | 12% | -12% | 0% | · | -1% | -3% | 3% | -3 | -1 | 0%
CCOC(=O)C1=C(O)/C(=C/c2ccc(OCC(=O)O)c(OCC)c2)SC1=Nc1ccc(OC)cc1 | -13% | 0% | · | 3% | 11% | -6% | -4% | 1% | -7 | 8 | 17%
CCN(CC)c1ccc(C2C3CCCCC3(O)CCN2CC(=O)N2CCCCC2)cc1 (configuration not stated) | -1% | -3% | 2% | 1% | 4% | 9% | -1% | -10% | 9 | -9 | 1%
CCOc1ccccc1OCCCC(=O)N1CCN(S(=O)(=O)c2ccc(C)cc2)CC1 | 2% | ? | -10% | -1% | 7% | 0% | 2% | 3% | -1 | -8 | 1%
O=C(NC(Nc1nc2ccccc2s1)(C(F)(F)F)C(F)(F)F)c1ccccc1 | -14% | -8% | -3% | 4% | -3% | 0% | 22% | -26% | -8 | 6 | 1%
Cc1onc(-c2ccccc2)c1CNS(=O)(=O)c1cccc(Br)c1 | 0% | · | · | 2% | 15% | 1% | 17% | -15% | -2 | -3 | -3%
O=C(Nc1ccccc1)C12CC3CC(C1)CC(n1cnc([N+](=O)[O-])n1)(C3)C2 | -10% | 13% | ? | 0% | ? | 2% | 2% | 7% | -7 | -4 | 1%
Cc1cc(Nc2nc3ccccc3[nH]c2=O)n(-c2ccccc2)n1 | -1% | -2% | 3% | 1% | -1% | 1% | 5% | -4% | -14 | -2 | -1%
O=CN1CCc2scc[n+]2-c2ccccc21 | 14% | 0% | 20% | 0% | 2% | -2% | 1% | 2% | -12 | 12 | 0%
CCOc1ccc(OCCCCn2cnc3ccccc3c2=O)cc1 | 1% | -10% | -8% | 0% | 1% | 7% | -3% | -4% | 2 | 5 | -7%
CC1CN(C(=O)c2ccc(S(=O)(=O)Nc3cccc(C(F)(F)F)c3)cc2)CC(C)O1 (configuration not stated) | -22% | · | · | -2% | · | · | -6% | 0% | -5 | -2 | -2%
CCn1c(=O)n(CC)c2cc(N3CCCC3)c(NC(=O)c3ccc(C)cc3)cc21 | 4% | · | -2% | 1% | · | -4% | 1% | 8% | -1 | -11 | -6%
Cc1ccc(NC(=O)CS(=O)CC(=O)NC(C)CCc2ccco2)cc1Cl (configuration not stated) | -2% | -17% | -4% | 0% | 1% | 3% | 3% | 7% | -1 | 8 | 4%
O=C(O)CCN1CCc2ccccc2C1c1ccncc1 (configuration not stated) | 2% | 10% | 10% | 4% | -2%[0.46 µM] | 4% | -6% | -4% | 14 | 7 | -2%
Cc1ccc(CNC(=S)NCc2ccncc2)cc1 | 2% | 29% | 3% | 12% | -6% | 1% | -2% | 12% | 2 | -11 | 8%
COc1ccc(OC)c(-c2cc(C(=O)N3CCCc4ccccc43)no2)c1 | ? | 8% | 3% | -3% | 1% | 0% | 1% | 2% | 30 | 9 | -2%
O=C(CN1CCCCC1)N/N=C/c1ccccc1OCc1ccccc1 | ? | -1% | -19%[11.5 µM] | 1% | 0% | · | 2% | -3% | 2 | 8 | 1%
Cc1cc(Br)ccc1OCC(=O)N1CCCCCC1 | 24% | -4% | -1% | 0% | -16% | 2% | 3% | -1% | -2 | -12 | 1%
CC1CN(C)C(C)C/C1=N\Oc1ccc([N+](=O)[O-])cc1 (configuration not stated) | ? | 3% | ? | 1% | 3% | -3% | 2% | -5% | -14 | -3 | -2%
COc1ccc(C(=O)Nc2nnc(SCC(=O)NCC3CCCO3)s2)cc1OC (configuration not stated) | -4% | · | 0% | 1% | -1% | -5% | 2% | 1% | 1 | -11 | 0%
CC(C)c1ccc(NC(=O)C2CCN(C(=O)[C@@H]3Cc4ccccc4CN3)CC2)cc1 | 12% | -15% | 3% | 3% | · | 0% | -4% | -5% | -17 | 2 | 2%
C=CCc1ccccc1Oc1cc(F)nc(N)n1 | 6% | 5% | -3% | -1% | -2%[11.5 µM] | -4% | 4% | -17% | 0 | 8 | 2%
CC(C)c1ccc(NC2CCCN(C(=O)c3ccoc3)C2)cc1 (configuration not stated) | 1% | -17% | -3% | -2% | · | -1% | -8% | 5% | · | -3 | -11%
CCN(CC(=O)NCc1ccc(F)cc1)C(=O)C1CCN(S(=O)(=O)c2ccc(C(C)C)cc2)CC1 | 8% | · | · | 0% | · | · | -6% | -6% | -25 | -6 | -1%
COc1ccc(CN2CCN(Cc3cc(=O)oc4cc(C)ccc34)CC2)c(OC)c1OC | ? | ? | -2% | 3% | · | 1% | 10% | -27% | ? | 2 | -3%
COC(=O)c1[nH]c2cc(C)ccc2c1NC(=O)CN1CCN(c2ccccc2OC)CC1 | -17% | 11% | 7% | 2% | 0% | 0% | 14% | -25% | 2 | 9 | -1%
COc1cc(C#N)c(NS(=O)(=O)c2ccc3[nH]c(=O)sc3c2)cc1OC | -2% | 27% | -6% | -6% | 0% | 8% | -3% | -3% | 1 | 22 | 2%
CCc1cc(C)c(O)c(CC)n1 | -2% | -6% | 6% | 6% | 3% | 0% | -2% | -11% | -1 | 10 | 1%
COC(=O)Cc1cc(=O)[nH]c(/N=C(\N)Nc2cccc(C)c2)n1 | -11% | 0% | 2% | -2% | -4% | 12% | 2% | 10% | -6 | -7 | -3%
CC(C)C(NC(=O)C1CCCCC1)C(=O)Nc1ccc2c(c1)OCCO2 (configuration not stated) | ? | -30% | 3% | 1% | 1% | -1% | -3% | 13% | -8 | -1 | 3%
CC1=C(C(=O)OCc2ccccc2)C(c2cccnc2)n2ncnc2N1 (configuration not stated) | 3% | 1% | 1% | -2% | 0% | -1% | 3% | 4% | -1 | -2 | 61%[activator]
Cc1ccnc2nc(C(=O)Nc3ccc(S(=O)(=O)N4CCCC4)cc3)nn12 | -1% | · | · | 0% | -2% | -5% | 8% | 5% | 7 | 9 | -1%
COc1cccc(-c2sc3ccccc3c2-c2ccc(OCCN3CCCC3)cc2)c1 | 0% | · | · | 3% | · | · | · | -18% | 18 | 1 | -28%
CC(C)N(CCO)C(=O)CCc1nnc(CCCc2ccccc2)o1 | -1% | -11% | -7% | 8% | 0% | -1% | 5% | -10% | -18 | 3 | 2%
O=S(=O)(c1ccc(Cl)cc1Br)N1CCCCC1 | ? | 2% | -2% | -2% | 7% | -5% | 5% | 5% | -25 | 2 | 0%
Cc1ccc(N2C(=O)C3ON(c4ccccc4)C(c4ccncc4)C3C2=O)cc1 (configuration not stated) | ? | 6% | -10% | -4% | 22% | -2% | -5% | -26% | 23 | 30 | -2%
CC1CCN(CC(=O)c2c[nH]c3ccccc23)CC1 | ? | 20% | -4% | -1% | 1% | -1% | 1% | 13% | 8 | -2 | 6%
CCOC(=O)N1CCN(S(=O)(=O)c2c(C)nc3scc(C)n3c2=O)CC1 | 1% | · | 35%[activator] | 1% | · | 5% | -1% | -1% | 10 | 17 | -3%
